Bioassay records as filed in PubChem.
Sm TGR block: blocks Schistosoma mansoni thioredoxin glutathione reductase | purified TGR, DTNB reduction, TNB absorbance 405 nm | Potency, µM (top dose mostly 114 µM), inactives show at the top dose activity change, negative = inhibition, usual class: inhibitors | Q962Y6 | hit rate 3% among 360,000; also: potency is read from the fitted curve at half-maximal effect; nearly all actives have a fitted effect of over 60% in size
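First, TGR (20 nM dispensed) and NADPH were mixed with compound. Second, a 15 min room-temperature incubation followed. Third, further NADPH and then DTNB were added to start the reaction. Finally, TNB absorbance was monitored kinetically.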
FBPA Giardia inh: Giardia lamblia aldolase inhibition; AID 2451; Potency, µM (doses to about 59.6 µM), inactives show at the top dose activity, negative = inhibition, most hits filed as inhibitors; hit rate 0.71% among 290,000; purified Giardia FBPA; also: potency is read from the fitted curve at half-maximal effect; nearly all actives have a fitted effect of over 55% in size
Target sequence (A8B2U2 whole entry, looked up): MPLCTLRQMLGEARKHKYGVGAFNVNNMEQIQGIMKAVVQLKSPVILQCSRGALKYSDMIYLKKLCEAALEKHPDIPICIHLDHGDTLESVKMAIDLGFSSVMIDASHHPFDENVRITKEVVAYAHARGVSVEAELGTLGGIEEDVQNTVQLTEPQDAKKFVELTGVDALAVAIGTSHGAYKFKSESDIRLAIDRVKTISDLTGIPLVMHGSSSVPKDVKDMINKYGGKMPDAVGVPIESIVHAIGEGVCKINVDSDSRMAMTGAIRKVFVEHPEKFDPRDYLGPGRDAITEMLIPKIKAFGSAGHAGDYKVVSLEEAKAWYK
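Giardia FBPA (40 nM reagent) was preincubated 10 min at RT with compound (up to 57.5 uM final), then substrate plus GAPDH/TPI/NAD/arsenate coupling system with diaphorase/resazurin was added; resorufin fluorescence (525/598 nm) was read after 20 min.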
AmpC no deterg: AmpC beta-lactamase inhibition without detergent | P00811 | AID 485341 | AmpC nitrocefin hydrolysis, absorbance 480 nm, 0.0001% Triton | hit rate 0.52% among 330,000 | Potency, µM (series often up to 57.1 µM), without a hit: at the highest dose activity change, negative = inhibition, actives largely listed as inhibitors;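 also: potency is read from the fitted curve at half-maximal effect; plate controls were no compound for no effect and no enzyme for full effect; nearly all actives have a fitted effect of over 20% in size; some results filed as inactive show a strong effect at the top dose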
Target sequence (P00811 whole entry, looked up): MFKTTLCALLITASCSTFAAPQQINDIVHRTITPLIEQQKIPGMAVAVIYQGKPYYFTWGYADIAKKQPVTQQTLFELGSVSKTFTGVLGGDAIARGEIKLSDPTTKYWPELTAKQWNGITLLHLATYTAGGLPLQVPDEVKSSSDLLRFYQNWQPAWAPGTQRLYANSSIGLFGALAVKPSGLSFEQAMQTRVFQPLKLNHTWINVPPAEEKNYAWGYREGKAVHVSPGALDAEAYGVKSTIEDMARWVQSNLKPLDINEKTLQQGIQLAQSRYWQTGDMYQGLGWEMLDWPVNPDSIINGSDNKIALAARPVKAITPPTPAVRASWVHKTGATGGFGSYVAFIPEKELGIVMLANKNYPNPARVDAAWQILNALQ
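AmpC (5.3 nM in the dispensed reagent) in 20 mM phosphate pH 7.0 with 0.01% (detergent screen) or 0.0001% Triton X-100 was preincubated with compounds for 15 min at room temperature. Nitrocefin was then added from an 800 uM solution, and hydrolysis was followed at 480 nm.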
HCMV antiviral: inhibitors of human cytomegalovirus | activity change, negative = inhibition, % at 57.5 µM | hit rate 4.5% among 410,000 | AID 1259415 | HFF cells, HCMV-luciferase reporter, 72 h; hits give low values; in the data active = activity change below about -60%; inconclusive = no clear call, values can overlap the other calls; inactive = above about -39%
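Human foreskin fibroblasts infected with luciferase-reporter HCMV at MOI 1 PFU/cell, compounds at two doses. Luciferase measured 72 h post infection; normalized to buffer-only basal and Salinomycin (10uM) controls.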
HCV inhibitor: blocks hepatitis C virus | hit rate 3.4% among 340,000 | Potency, µM (doses to about 41.8 µM), for the others: at the top dose activity change, negative = inhibition, most hits filed as inhibitors | Huh7.5.1 HCVcc-Cre infection, luciferase reporter, 44 h; also: potency is read from the fitted curve at half-maximal effect
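A cell-based infection assay in which seeded cells (1,000 per well) receive test compound after 4 h, are inoculated with HCVcc-Cre at approximately 0.5 moi, and are incubated 44 h before luminescence detection.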
AmpC inh detg: blocks E. coli AmpC beta-lactamase in detergent assay | P00811 | AmpC hydrolysis of nitrocefin, absorbance 480 nm, 0.01% Triton | Potency, µM (top dose mostly 114 µM), without a hit: top-dose activity change, negative = inhibition, usual class: inhibitors | hit rate 0.041% among 370,000 | AID 485294;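 also: potency is read from the fitted curve at half-maximal effect; 0% = no-compound wells and -100% = no-enzyme wells; nearly all actives have a fitted effect of over 25% in size; some results filed as inactive show a strong effect at the top dose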
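AmpC (5.3 nM in the dispensed reagent) in 20 mM phosphate pH 7.0 with 0.01% (detergent screen) or 0.0001% Triton X-100 was preincubated with compounds for 15 min at room temperature. Nitrocefin was then added from an 800 uM solution, and hydrolysis was followed at 480 nm.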
* = called active by the depositor; ? = inconclusive; · = not tested or not shown; & = joins results of further samples; [ ] = remark or other dose. Unless noted, calls follow the shape of the dose curve; as a rule, active = well fitted curve in the direction sought with a large enough effect; inconclusive = small, poorly fitted or top-dose-only effect, or another doubt; inactive = no such curve, though single readings can be large; an effect the other way counts as inactive or inconclusive. Unless noted, % is scaled to controls: 0 for no effect and ±100 for the full control effect. Rows were taken by chance. Share with any hit: about 9.9%.

Results follow in this order: HCMV antiviral	AmpC no deterg	Sm TGR block	AmpC inh detg	HCV inhibitor	FBPA Giardia inh
COc1ccc(N2C(=O)/C(=C/c3cccs3)C(=O)NC2=S)cc1
    -31	-35%	35µM*	1%	-25%	-6%
COc1cc(/C=C(\NC(=O)c2ccccc2)C(=O)NCCO)c([N+](=O)[O-])cc1OC
    89	-9%	-4%	-11%	34%[activator]	0%
CCOC(=O)N1CCN(C(=O)/C(=C/c2cccc3ccccc23)NC(=O)c2ccc(OC)c(OC)c2)CC1
    9	275%[activator]	0%	-4%	?	0%
CCOc1cc(/C=N/Nc2cccc(C(=O)O)c2)ccc1OCC(=O)N1CCCCC1
    4	-16%	-2%	-2%	-10%	-4%
Cc1ccc(-c2noc(CNC(=O)COc3ccccc3C)n2)cc1
    0	-14%	-26%	-9%	10%	9%
COc1ccc2nc3cccc(OC)c3nc2c1
    16	-29%	20µM*	6%	-13%	1.4µM*
CCc1nnc(NC(=O)c2ccc(OCc3c(C)noc3C)c(OC)c2)s1
    14	10%	-6%	?	?	3%
O=C(NCc1ccncc1)NC12CC3CC(CC(C3)C1)C2
    34	4%	2%	-4%	11%	6%
CN1CCN(S(=O)(=O)c2ccc(NC(=O)C(C)(C)C)cc2)CC1
    -108*	-5%	0%	4%	7%	3%
CN(C)/C=C/C(=O)c1cccc(Oc2ncccn2)c1
    -9	-10%	-20%	0%	-2%	-1%
NS(=O)(=O)c1ccc2c(c1)oc(=O)c1cc(S(N)(=O)=O)ccc12
    -24	-12%	12%	-4%	20%	-1%
Cc1ccc(CCNC(=O)CCSCc2ccccc2Cl)cc1
    -17	·	-6%	-5%	·	·
Cc1ccc(CCNC(=O)C(CC(C)C)NS(=O)(=O)c2ccc3c(c2)oc(=O)n3C)cc1 (stereo unspecified)
    -7	·	1%	18%	·	·
CCC(C)(C)NC(=O)CCn1c(-c2ccccc2)cc(C(C)=O)c1C
    ?	56%	-27%	-9%	15%	3%
c1ccc(C2[C@H]3CN(CC4CCCCC4)[C@H](c4ccccc4)C34CC2(c2ccccc2)C4)cc1 (stereo partly specified)
    -10	-43%	-28%	2%	-3%	0%&-8%
CC(C)[C@H](N)c1nnc(SCC(=O)c2ccc(Cl)cc2)o1
    12	-13%	3%	-6%	-6%	1%
CN(c1ccc(C(=O)NC2CC3CCC2C3)cc1)S(C)(=O)=O (stereo unspecified)
    59	-17%	1%	4%	18%	3%
COc1ccccc1NC(=O)CN(c1ccccc1F)S(C)(=O)=O
    -15	-23%	15%	?	8%	-1%
O=C(NC(=S)NCc1ccc(Cl)cc1Cl)c1ccco1
    -24	-13%	·	·	-11%	·
C=CCNC(=S)NCC
    -11	-3%	8%	-7%	19%	?
COc1ccc(OC)c(-c2c[n+](=O)c3c(n2[O-])CCCC3)c1
    0	-19%	0%	-7%	11%	5%
CC(CCC(=O)Nc1nncs1)C(=O)O (stereo unspecified)
    72	-1%	7%	?	18%	0%
CCCOc1ccc(/C=C/C(=O)N2CCN(c3ccccn3)CC2)cc1
    -6	2%	7%	1%	-3%	1%
O=c1[nH]c(SCc2ccccc2)nc2c1CCCC2
    -3	·	0%	16%	·	·
O=C(/C=C/c1cccc([N+](=O)[O-])c1)Nc1ccc(NC(=O)c2cccs2)cc1
    111	-15%	-1%	0%	10%	3%
CCc1ccc(N2CCN(C(=O)c3ccc(OC)c(OC)c3)CC2)cc1
    ?	118%[activator]	0%	?	?	-5%
Nn1c(SCC(=O)NC(=O)NCc2ccco2)nnc1-c1ccc(OC(F)F)cc1
    17	-20%	-33%	?	12%	0%
CCC(CC)C(=O)Nc1cccc(C(=O)NCc2ccco2)c1
    -31	-21%	?	-5%	-20%	-4%
COc1ccc(C(=O)CSc2nnc(CCc3ccccc3)n2-c2ccccc2)cc1
    7	84%[activator]	3%	3%	·	1%
Clc1ccc2nc(N3CCCCC3)[nH]c2c1
    224	-14%	9%	-2%	?	-18%
Cc1ccccc1N(C)S(=O)(=O)c1nnc(NC(=O)C(C)C)s1
    26	·	1%	-4%	·	·
COC(=O)[C@@H]1CC[C@H](C)[C@@H](c2ccc(C)cc2)N1C(=O)c1ccc(/C=N/O[C@@H](C)CN2CCCCc3nc(C)c(C)cc32)cc1
    ·	175%[activator]	-15%	-23%	-2%[8.37 µM]	0%
Cc1c(C)n(CCc2ccccc2)c2ncnc(NCCCN(C)C)c12
    ?	73%[activator]	-1%	-1%	?	5%
Cn1c(C(=O)NCCOc2ccccc2Cl)cc(=O)n(C)c1=O
    11	-19%	1%	3%	6%	3%
C=CCN(C(=O)CCC(=O)Nc1cc(C)on1)C(C(=O)NC(C)(C)C)c1cccc(OC)c1OC (stereo unspecified)
    20	48%	?	?	-9%	0%
CCOC(=O)CNC(=O)CSc1nc(-c2ccc(OC)cc2)ns1
    92	2%	5%	-16%	?	-1%
COc1ccc(N2CC(NC(=O)C3CC3)CC2=O)cc1 (stereo unspecified)
    5	·	0%	1%	·	·
CN(C)c1cccc(C(=O)NCC2CCCO2)c1 (stereo unspecified)
    44	-19%	10%	?	11%	-6%
O=C(Cc1cccc2ccccc12)N/N=C/c1ccc(Sc2cccc3cccnc23)o1
    -39	-13%	-32%	-1%	·	-6%
N#C/C(=C\c1cccc(O)c1)C(=O)Nc1ccc2c(c1)OCCO2
    38	-41%	-7%	4%	5%	-2%
O=C(Nc1ccc(NC(=O)c2ccccc2F)cc1)c1ccccc1F
    14	-20%	-21%	-3%	4%	1%
COc1ccc(CCNC(=O)C(=O)NCC(c2cccs2)S(=O)(=O)c2ccc(F)cc2)cc1 (stereo unspecified)
    -30	·	-5%	-1%	·	·
CCCN(CC(=O)Nc1ccccc1C)C(=O)/C=C/c1cccs1
    -40	-8%	0%	-16%	8%	3%
O=C(CN1C(=O)NC2(CCc3ccccc32)C1=O)NCCc1ccccc1 (stereo unspecified)
    -10	-18%	-2%	-7%	10%	·
CCc1ccc(NC(=O)CCNC(=O)Cn2ccc3ccccc3c2=O)cc1
    2	1%	-7%	-10%	-3%	-10%
O=C(NCCN1CCOCC1)c1ccccc1Oc1ccccc1
    21	10%	3%	-1%	-9%	12%
CCCn1c(NCc2ccccc2F)nc2ccccc21
    49	·	4%	9%	·	·
O=c1c2ccccc2nc2n1CCCN2
    -14	-11%	3%	?	-23%	2%
CCCCn1c(NC(C)CC)nc2c1c(=O)[nH]c(=O)n2C (stereo unspecified)
    -2	-14%	-1%	-15%	8%	7%
COc1cccc(CN2CC=C(c3ccc(F)cc3)CC2)c1
    102	-7%	65%[activator]	?	10%	?
Cc1ccc(C)c(OCc2ccc(C(=O)NN)o2)c1
    13	-19%	12%	-8%	4%	-9%
Cc1csc(SCC(=O)N(C)c2c(N)n(Cc3ccccc3)c(=O)[nH]c2=O)n1
    -34	-29%	4%	4%	-7%	2%
COc1ccc(S(=O)(=O)N2CCC(C(=O)Oc3cccc(C)c3)CC2)cc1OC
    6	-12%	3%	-4%	-2%	·
COc1ccc(N2CCN(C(=O)CN(C)S(=O)(=O)c3ccc4c(c3)c(=O)n(C)c(=O)n4C)CC2)cc1
    53	127%[activator]	0%	0%	-1%	-1%
CCOC(=O)CSc1nc(=O)n2ccc(C)cc2n1
    -18	-18%	8%	5%	0%	-3%
CCN(CC)CCNC(=O)c1ccc(NC2=NC3CS(=O)(=O)CC3S2)cc1 (stereo unspecified)
    11	-5%	-20%	-6%	11%	8%
Cc1ccc(C(=O)OCC(=O)NCC2COc3ccccc3O2)cc1 (stereo unspecified)
    -32	-3%	-8%	-19%	3%	·
Cc1cccc(NC(=O)c2ccc(-n3ccnc3)nc2)c1
    ?	-11%	1%	1%	-5%	16%
O=C(CC1C(=O)NCCN1C/C=C/c1ccccc1)NCCc1ccncc1 (stereo unspecified)
    11	26%	-13%	-1%	8%	0%
CC(C)(C)OC(=O)C[C@@H]1C/C=C\C[C@@H](CC(=O)N(CCO)Cc2ccccc2)C(=O)NCCOC1=O
    5	170%[activator]	·	·	31%[activator]	·

The results go on:
Results follow in this order: HCMV antiviral	AmpC no deterg	Sm TGR block	AmpC inh detg	HCV inhibitor	FBPA Giardia inh
O=C(COc1ccccc1)Nc1ncc2c(n1)CCCC2=O
    -62*	-19%	-19%	1%	-7%	-1%
Nn1c(SCC(=O)NC2CCS(=O)(=O)C2)nnc1-c1ccco1 (stereo unspecified)
    -32	-16%	·	·	-1%	·
Cn1c(=O)[nH]c(=O)c2c1nc(N/N=C/C(Br)=C/c1ccccc1)n2CCO
    86	1%	5µM*	2%	19%	?
O=C(CNC(=O)c1cccs1)NCC(=O)OCc1ccc(Cl)cc1
    -26	-19%	8%	-5%	18%	1%
CCOc1ccc(CCNC(=O)CCS(=O)(=O)c2ccc(OC)cc2)cc1OCC
    -35	24%	?	-1%	-7%	2%
N#Cc1cnc2sc3ccccc3n2c1=N
    69	-16%	3%	-4%	-1%	3%
S=c1nc(NCc2ccc3c(c2)OCO3)c2ccccc2[nH]1
    27	-13%	?	-8%	0%	16%
Cc1cc(S(=O)(=O)NCC(c2ccc(N(C)C)cc2)N2CCOCC2)ccc1F (stereo unspecified)
    4	·	-29%	19%	·	·
COc1ccccc1-c1c(C)nn2c(N3CCN(c4cccc(Cl)c4)CC3)cc(C)nc12
    -4	·	1%	-4%	·	·
C=CCOc1ccc(CNC(C)(C)CO)cc1OCC
    16	-17%	16%	5%	-4%	-1%
COc1cccc(OCC(=O)NNC(=O)c2ccc3ccccc3c2O)c1
    43	-60%	-1%	-4%	9%	9%
CCc1ccc(-n2c(CCC(=O)O)ccc2-c2cccs2)cc1
    16	·	3.5µM*	6%	·	·
C/C(=N\NC(N)=O)c1c(F)cccc1F
    -19	40%	-1%	?	25%	-2%
C/C(=N\Nc1nc(C)cc(C)n1)c1ccc(N2CCOCC2)cc1
    -69*	-12%[11.4 µM]	2%	-9%	-20%	2%
O=C(NNC(=O)c1ccc(-c2ccc([N+](=O)[O-])cc2)o1)c1ccncc1
    2	-4%	-12%	-2%	4%	·
COC(=O)c1scc(-c2ccc(C)cc2)c1S(=O)(=O)Nc1cccc(C(F)(F)F)c1
    0	·	-5%	-3%	·	·
COC(=O)c1c(NC(=O)CC2Nc3ccccc3NC2=O)sc(C)c1C (stereo unspecified)
    66	-29%	1%	2%	13%	-2%

Gathered by group, those above with a COOH group.
Results follow in this order: HCMV antiviral	AmpC no deterg	Sm TGR block	AmpC inh detg	HCV inhibitor	FBPA Giardia inh
CCOc1cc(/C=N/Nc2cccc(C(=O)O)c2)ccc1OCC(=O)N1CCCCC1
    4	-16%	-2%	-2%	-10%	-4%
CC(CCC(=O)Nc1nncs1)C(=O)O (stereo unspecified)
    72	-1%	7%	?	18%	0%
CCc1ccc(-n2c(CCC(=O)O)ccc2-c2cccs2)cc1
    16	·	3.5µM*	6%	·	·
